Screening results deposited in PubChem by several laboratories.
Bim-Bcl-B = disrupts Bim peptide binding to human Bcl-B; Q9HD36; bead-based flow cytometry; inhibition, % at 10 µM; hit rate 0.073% among 190,000;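 note: 0% = tracer peptide without compound and 100% = reference inhibitor peptide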
Mcl1 Bid PPI = Mcl-1/Bid interaction inhibition. inhibition, % at 21.7 µM. Q07820. TR-FRET Mcl-1/Bid-Dy647 peptide binding, 1536-well. hit rate 0.97% among 220,000;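 active = compounds that cut the binding signal by more than half at the single screening dose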;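 note: His-tagged Mcl-1 with europium anti-His antibody binding Bid BH3 peptide; 0% = Mcl-1 plus peptide wells and 100% = peptide-only wells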
Bcl-2 Bim block = inhibitors of Bim-Bcl-2 interaction, human. inhibition, % at 10 µM. hit rate 0.06% among 190,000. Bead-based flow cytometry, Bim peptide-Bcl-2 binding. AID 950; in the data active = inhibition above about 40%; inconclusive = no clear call, values can overlap the other calls;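 note: 0% = no compound wells with probe peptide and 100% = reference peptide inhibitor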
Target sequence (P10415 whole entry, looked up): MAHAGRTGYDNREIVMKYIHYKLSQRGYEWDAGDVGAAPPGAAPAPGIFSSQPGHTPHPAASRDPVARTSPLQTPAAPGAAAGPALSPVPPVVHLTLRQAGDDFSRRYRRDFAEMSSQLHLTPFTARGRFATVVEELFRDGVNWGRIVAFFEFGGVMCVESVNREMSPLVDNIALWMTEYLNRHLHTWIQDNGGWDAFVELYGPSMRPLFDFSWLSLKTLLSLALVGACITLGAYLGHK
Bfl-1 Bim block = disrupts Bim binding to human Bfl-1; Q16548; Bead-based flow cytometry, Bim-Bfl-1 binding inhibition; inhibition, % at 10 µM; hit rate 0.12% among 190,000; AID 1008;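 note: 0% = wells without compound plus tracer and 100% = blocker peptide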
RGS7-Gao = modulates binding of RGS7 to human Galphao; P09471; Multiplexed bead flow cytometry; actives lie on both sides; binding response (% of control), % at 10 µM; hit rate 0.35% among 220,000; AID 1439; in the data active = binding response below about 49% or above about 150%; inconclusive = no clear call, values can overlap the other calls; inactive = in between;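 note: fluorescent Galphao held in activated GDP-AlF4 state binding bead-coupled RGS7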
Target sequence (P09471 whole entry, looked up): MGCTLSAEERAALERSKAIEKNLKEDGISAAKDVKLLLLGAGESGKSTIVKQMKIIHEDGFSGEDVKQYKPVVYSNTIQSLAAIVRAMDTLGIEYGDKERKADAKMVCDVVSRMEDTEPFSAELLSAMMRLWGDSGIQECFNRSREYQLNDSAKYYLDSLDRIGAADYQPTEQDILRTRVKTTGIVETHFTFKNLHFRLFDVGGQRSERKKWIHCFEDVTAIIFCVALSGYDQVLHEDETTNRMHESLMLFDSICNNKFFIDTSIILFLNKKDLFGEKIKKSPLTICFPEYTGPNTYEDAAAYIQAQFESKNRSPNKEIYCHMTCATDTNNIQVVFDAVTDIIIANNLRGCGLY
GSH fluor = compound fluoresces at 488/530 nm on GSH beads. GSH beads flow cytometry, compound fluorescence 488/530 nm; stronger effect = higher value. fluorescence (KMESF) at 10 µM. hit rate 0.25% among 190,000. AID 1776; in the data active = fluorescence above about 89;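 note: glutathione beads carrying GST-tagged Bcl family fusion proteins plus one bare bead set; values are compound well signal with DMSO vehicle wells as background; inactives centre near 16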
Bim-Mcl-1 = human Bim-Mcl-1 interaction inhibition. AID 1009. hit rate 0.1% among 190,000. inhibition, % at 10 µM. Bead-based flow cytometry, Bim peptide-Mcl-1 binding. Q07820;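 note: 0% = no compound tracer wells and 100% = peptide blocker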
RGS8-Gao reg = human RGS8-Galphao interaction regulation. P09471. hit rate 0.34% among 220,000. multiplexed bead flow cytometry, RGS8-Galphao binding; actives lie on both sides. response (percent of control binding), % at 10 µM; in the data active = response below about 60% or above about 140%; inactive = in between;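 note: Galphao activated as the GDP aluminium fluoride complex binding bead-coupled RGS8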
Bim-Bcl-W = human Bim-Bcl-W interaction inhibition. Q92843. bead-based flow cytometry, Bim peptide-Bcl-W binding. inhibition, % at 10 µM. hit rate 0.02% among 190,000;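 note: 0% = bound tracer without compound and 100% = peptide blocker; higher means less fluorescent Bim peptide bound to Bcl-W beads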
Target sequence (Q92843 whole entry, looked up): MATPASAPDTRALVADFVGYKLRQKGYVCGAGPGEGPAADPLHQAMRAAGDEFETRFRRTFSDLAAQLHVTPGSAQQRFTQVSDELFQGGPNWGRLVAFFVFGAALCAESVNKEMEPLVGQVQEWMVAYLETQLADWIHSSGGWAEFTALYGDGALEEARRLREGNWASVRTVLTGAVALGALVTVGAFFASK
RGS4-Gao reg = modulates binding of RGS4 to human Galphao. Multiplexed bead flow cytometry; actives lie on both sides. binding response (% of control), % at 10 µM. hit rate 0.33% among 220,000. P09471. AID 1415; in the data active = binding response below about 49% or above about 150%; inactive = in between;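 note: fluorescent Galphao activated with aluminum fluoride binding bead-coupled RGS4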
Bcl-XL Bim block = inhibitors of Bim-Bcl-XL interaction, human | hit rate 0.04% among 190,000 | Q07817 | Bim peptide-Bcl-XL binding, bead flow cytometry, fluorescence | inhibition, % at 10 µM | AID 1007
Target sequence (Q07817 whole entry, looked up): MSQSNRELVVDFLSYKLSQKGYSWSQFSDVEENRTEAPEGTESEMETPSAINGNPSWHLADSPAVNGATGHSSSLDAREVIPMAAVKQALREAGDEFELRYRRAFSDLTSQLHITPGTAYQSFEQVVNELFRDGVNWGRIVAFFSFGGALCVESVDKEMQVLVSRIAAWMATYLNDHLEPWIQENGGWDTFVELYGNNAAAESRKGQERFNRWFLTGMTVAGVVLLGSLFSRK
Starred values were filed as active, the others as inactive. Cut-off read from the data, not from the text of the source, unless noted: active = inhibition above about 40%.

`CCOc1ccc(C(=O)N/N=C(\c2ccccc2)c2ccccn2)cc1` gave Bim-Bcl-B 1, Mcl1 Bid PPI -53, Bcl-2 Bim block 2, Bfl-1 Bim block 0, RGS7-Gao 91, GSH fluor 41, Bim-Mcl-1 0, RGS8-Gao reg 90, Bim-Bcl-W -2, RGS4-Gao reg 78 and Bcl-XL Bim block 1.
Cc1cc(C(=O)OCC(=O)NC2CCS(=O)(=O)C2)c(C)n1-c1ccccc1 (configuration not stated) was read as Bim-Bcl-B -8, Mcl1 Bid PPI -46, Bcl-2 Bim block -11, Bfl-1 Bim block -10, RGS7-Gao 95, GSH fluor 30, Bim-Mcl-1 -2, RGS8-Gao reg 102, Bim-Bcl-W -2, RGS4-Gao reg 102 and Bcl-XL Bim block -6.
`COc1ccc(NC(=S)N2CCc3ccccc3C2)cc1` gave Bim-Bcl-B -11, Mcl1 Bid PPI -25, Bcl-2 Bim block -4, Bfl-1 Bim block -12, RGS7-Gao 99, GSH fluor 13, Bim-Mcl-1 -2, RGS8-Gao reg 101, Bim-Bcl-W -4, RGS4-Gao reg 99 and Bcl-XL Bim block -2.
Screening O=S(=O)(c1cccs1)N1CCN(S(=O)(=O)c2cccs2)CC1 returned Bim-Bcl-B -2, Mcl1 Bid PPI -24, Bcl-2 Bim block -6, Bfl-1 Bim block -7, RGS7-Gao 100, GSH fluor 21, Bim-Mcl-1 0, RGS8-Gao reg 98, Bim-Bcl-W 0, RGS4-Gao reg 98 and Bcl-XL Bim block 0.
For COc1ccc(CCNC(=O)CN2CCN(S(=O)(=O)c3ccc(Cl)cc3)CC2)cc1OC the results were Bim-Bcl-B -7, Mcl1 Bid PPI -19, Bcl-2 Bim block -4, Bfl-1 Bim block -9, RGS7-Gao 102, GSH fluor 8, Bim-Mcl-1 0, RGS8-Gao reg 101, Bim-Bcl-W 1, RGS4-Gao reg 107 and Bcl-XL Bim block -4.
S=c1[nH]nc(-c2ccco2)n1-c1ccccc1Cl was read as Bim-Bcl-B -15, Mcl1 Bid PPI -47, Bcl-2 Bim block -2, Bfl-1 Bim block -1, RGS7-Gao 102, GSH fluor 10, Bim-Mcl-1 -1, RGS8-Gao reg 99, Bim-Bcl-W -1, RGS4-Gao reg 97 and Bcl-XL Bim block -3.
COc1cc(OC)cc(-n2nnnc2SCC(=O)NCc2cccs2)c1 was read as Bim-Bcl-B 5, Mcl1 Bid PPI 5, Bcl-2 Bim block 4, Bfl-1 Bim block 4, RGS7-Gao 107, GSH fluor 20, Bim-Mcl-1 0, RGS8-Gao reg 102, Bim-Bcl-W 1, RGS4-Gao reg 101 and Bcl-XL Bim block 3.
For COc1cccc(N(C(=O)Cn2nnc(-c3ccc(C)cc3)n2)C(C(=O)NC(C)(C)C)c2c[nH]c3ccccc23)c1 (configuration not stated) the results were Bim-Bcl-B -6, Mcl1 Bid PPI -23, Bcl-2 Bim block -8, Bfl-1 Bim block -14, RGS7-Gao 98, GSH fluor 60, Bim-Mcl-1 0, RGS8-Gao reg 100, Bim-Bcl-W 5, RGS4-Gao reg 97 and Bcl-XL Bim block -6.
`CCNS(=O)(=O)c1ccc(Br)c(OC)c1` gave Bim-Bcl-B 0, Mcl1 Bid PPI 0, Bcl-2 Bim block -1, Bfl-1 Bim block 0, RGS7-Gao 100, GSH fluor 17, Bim-Mcl-1 -3, RGS8-Gao reg 102, Bim-Bcl-W -7, RGS4-Gao reg 99 and Bcl-XL Bim block -4.
Screening COc1ccc(NC(=S)NNC(=O)C(C)n2nc(C)c([N+](=O)[O-])c2C)cc1 (configuration not stated) returned Bim-Bcl-B -5, Mcl1 Bid PPI -7, Bcl-2 Bim block -1, Bfl-1 Bim block -2, RGS7-Gao 104, GSH fluor 8, Bim-Mcl-1 0, RGS8-Gao reg 104, Bim-Bcl-W 2, RGS4-Gao reg 104 and Bcl-XL Bim block 1.
`O=C(NNC1=NC2(CCCC2)Cc2ccccc21)c1cccnc1` gave Bim-Bcl-B -1, Mcl1 Bid PPI -10, Bcl-2 Bim block 3, Bfl-1 Bim block 6, RGS7-Gao 95, GSH fluor 9, Bim-Mcl-1 -4, RGS8-Gao reg 99, Bim-Bcl-W -4, RGS4-Gao reg 99 and Bcl-XL Bim block -2.
Screening COc1ccc(C2C(C(=O)NCc3ccccn3)c3ccccc3C(=O)N2C)cc1OC (configuration not stated) returned Bim-Bcl-B -7, Mcl1 Bid PPI -12, Bcl-2 Bim block -14, Bfl-1 Bim block -20, RGS7-Gao 100, GSH fluor 24, Bim-Mcl-1 -6, RGS8-Gao reg 106, Bim-Bcl-W -4, RGS4-Gao reg 104 and Bcl-XL Bim block -11.
For COc1ccc(CNC(=S)N/N=C/c2ccncc2)cc1 the results were Bim-Bcl-B 2, Mcl1 Bid PPI -69, Bcl-2 Bim block 5, Bfl-1 Bim block 1, RGS7-Gao 101, GSH fluor 20, Bim-Mcl-1 -1, RGS8-Gao reg 100, Bim-Bcl-W 4, RGS4-Gao reg 102 and Bcl-XL Bim block 3.
For Cc1ccc(CNC(=O)c2oc3ccc(S(=O)(=O)N4CCOCC4)cc3c2C)cc1 the results were Bim-Bcl-B -4, Mcl1 Bid PPI 25, Bcl-2 Bim block -3, Bfl-1 Bim block -9, RGS7-Gao 101, GSH fluor 26, Bim-Mcl-1 0, RGS8-Gao reg 102, Bim-Bcl-W 2, RGS4-Gao reg 101 and Bcl-XL Bim block -1.
Screening CCC1(CC)NC(=O)N(CC(=O)OCC(=O)NC(=O)c2ccccc2)C1=O returned Bim-Bcl-B -2, Mcl1 Bid PPI -19, Bcl-2 Bim block 0, Bfl-1 Bim block -1, RGS7-Gao inconclusive, GSH fluor 15, Bim-Mcl-1 1, RGS8-Gao reg 85, Bim-Bcl-W 1, RGS4-Gao reg 75 and Bcl-XL Bim block 0.
For C=CCn1c(C)cc(C(=O)CSc2nc3ccccc3[nH]2)c1C the results were Bim-Bcl-B -9, Mcl1 Bid PPI -16, Bcl-2 Bim block -5, Bfl-1 Bim block -9, RGS7-Gao 108, GSH fluor 10, Bim-Mcl-1 -1, RGS8-Gao reg 101, Bim-Bcl-W 1, RGS4-Gao reg 103 and Bcl-XL Bim block -3.
CCNc1nc(NC#N)nc(SCC(=O)OCC)n1 was read as Bim-Bcl-B 0, Mcl1 Bid PPI -6, Bcl-2 Bim block 1, Bfl-1 Bim block 0, RGS7-Gao 95, GSH fluor 20, Bim-Mcl-1 0, RGS8-Gao reg 98, Bim-Bcl-W 0, RGS4-Gao reg 93 and Bcl-XL Bim block 0.
`CCN(CC)c1ccc(C(=O)OCC(=O)c2ccco2)cc1` gave Bim-Bcl-B -3, Mcl1 Bid PPI -17, Bcl-2 Bim block -7, Bfl-1 Bim block -3, RGS7-Gao 99, GSH fluor 16, Bim-Mcl-1 -1, RGS8-Gao reg 104, Bim-Bcl-W 0, RGS4-Gao reg 104 and Bcl-XL Bim block -2.
CC(C)(C)c1cc(CCC(=O)NNC(=O)c2ccco2)cc(C(C)(C)C)c1O was read as Bim-Bcl-B -2, Mcl1 Bid PPI -57, Bcl-2 Bim block -3, Bfl-1 Bim block 0, RGS7-Gao 100, GSH fluor 11, Bim-Mcl-1 -4, RGS8-Gao reg 100, Bim-Bcl-W 0, RGS4-Gao reg 101 and Bcl-XL Bim block -8.
For CCN(CC)CC#CCC(O)(c1ccccc1)c1ccc(Br)cc1 (configuration not stated) the results were Bim-Bcl-B -8, Mcl1 Bid PPI -24, Bcl-2 Bim block -5, Bfl-1 Bim block -5, RGS7-Gao 100, GSH fluor 10, Bim-Mcl-1 -2, RGS8-Gao reg 100, Bim-Bcl-W 0, RGS4-Gao reg 98 and Bcl-XL Bim block -1.
CCOC(=O)c1nnc2c(Br)c(-c3ccccc3)nn2c1C was read as Bim-Bcl-B -8, Mcl1 Bid PPI -3, Bcl-2 Bim block -5, Bfl-1 Bim block -4, RGS7-Gao 94, GSH fluor 20, Bim-Mcl-1 -4, RGS8-Gao reg 99, Bim-Bcl-W -6, RGS4-Gao reg 98 and Bcl-XL Bim block -7.
For O=C(CN1CCN(S(=O)(=O)c2ccc(Br)cc2)CC1)Nc1ccccc1C(=O)c1ccccc1 the results were Bim-Bcl-B -5, Mcl1 Bid PPI 1, Bcl-2 Bim block 0, Bfl-1 Bim block 1, RGS7-Gao 104, GSH fluor 8, Bim-Mcl-1 -12, RGS8-Gao reg 103, Bim-Bcl-W -9, RGS4-Gao reg 103 and Bcl-XL Bim block -8.
`O=C(Nc1ccc(N2C(=O)c3cccc4cccc(c34)C2=O)cc1)c1ccc(N2CCCCC2)c([N+](=O)[O-])c1` gave Bim-Bcl-B -6, Mcl1 Bid PPI -2, Bcl-2 Bim block 3, Bfl-1 Bim block 0, RGS7-Gao 102, GSH fluor 6, Bim-Mcl-1 3, RGS8-Gao reg 101, Bim-Bcl-W -4, RGS4-Gao reg 98 and Bcl-XL Bim block -2.
`Cc1ccc(N(C(=O)c2cccs2)C2C=CS(=O)(=O)C2)cc1` (configuration not stated) gave Bim-Bcl-B -8, Mcl1 Bid PPI -10, Bcl-2 Bim block -8, Bfl-1 Bim block -13, RGS7-Gao 96, GSH fluor 24, Bim-Mcl-1 -2, RGS8-Gao reg 101, Bim-Bcl-W 0, RGS4-Gao reg 104 and Bcl-XL Bim block -6.
Screening Cc1ccc(NCc2nnc3n2CCCCC3)c(C)c1 returned Bim-Bcl-B -2, Mcl1 Bid PPI -74, Bcl-2 Bim block -2, Bfl-1 Bim block -5, RGS7-Gao inconclusive, GSH fluor 15, Bim-Mcl-1 0, RGS8-Gao reg 98, Bim-Bcl-W 0, RGS4-Gao reg 99 and Bcl-XL Bim block -2.
For C[C@@H]1C=C[C@](Cc2ccccc2)(C(=O)NCC2CC2)N1C(=O)c1ccccc1 the results were Bim-Bcl-B -6, Mcl1 Bid PPI -10, Bcl-2 Bim block -2, Bfl-1 Bim block -3, RGS7-Gao 100, GSH fluor 17, Bim-Mcl-1 0, RGS8-Gao reg 103, Bim-Bcl-W -2, RGS4-Gao reg 101 and Bcl-XL Bim block -5.
CCN(CC)C(=O)CP(=O)(c1ccccc1)c1ccccc1 was read as Bim-Bcl-B -3, Mcl1 Bid PPI -31, Bcl-2 Bim block -6, Bfl-1 Bim block -2, RGS7-Gao 104, GSH fluor 6, Bim-Mcl-1 0, RGS8-Gao reg 97, Bim-Bcl-W 1, RGS4-Gao reg 94 and Bcl-XL Bim block 1.
Screening O=C(Nc1ccccc1C(=O)NCc1ccco1)Nc1cccc2ccccc12 returned Bim-Bcl-B 0, Mcl1 Bid PPI -20, Bcl-2 Bim block -1, Bfl-1 Bim block 2, RGS7-Gao 105, GSH fluor 23, Bim-Mcl-1 -3, RGS8-Gao reg 102, Bim-Bcl-W -7, RGS4-Gao reg 104 and Bcl-XL Bim block -2.
